Compound activity from PubChem.
Dengue-2 NS5 capping: Dengue-2 NS5 methyltransferase inhibitors, primary screen, biochemical, confirmation dose response (AID 588689). 340,000 tested, 0.3% active. Dengue-2 NS5 methyltransferase capping enzyme assay, biochemical; higher % means a stronger effect. inhibition, % at 25 µM; hits with a dose series show IC50 in µM; in the data active means a potency from the dose series
HIV fusion peptide: cell-free HIV fusion peptide-binding blockers – biochemical, uHTS, fluorescence dequenching, primary screen (AID 1986). 290,000 tested, 0.3% active. one-dose inhibition, % at 20 µM; IC50 in µM for titrated hits. cell-free peptide binding, fluorescence dequenching, 30 min; higher % means a stronger effect; in the data active means inhibition mostly above about 52%, no sharp cut-off; inactive means mostly below about 76%; further: some results filed as inactive read as strong as hits
West Nile antiviral: West Nile virus antiviral activity, cell-based, CPE readout (AID 1621) | West Nile virus-infected cells, CPE inhibition; higher % means a stronger effect | 290,000 tested, 0.02% active | CPE inhibition, % at 10 µM, or IC50 in µM where a hit was titrated; in the data active means a potency from the dose series; further: strong numbers were not always called active
GPR55 antagonists: inhibition of LPI-stimulated GPR55 beta-arrestin translocation – imaging, U2OS, beta-arrestin-GFP, LPI agonist, primary screen (AID 2013); U2OS GPR55 beta-arrestin-GFP translocation imaging, LPI antagonism; higher % means a stronger effect; inhibition, % at 10 µM; hits with a dose series show IC50 in µM; 290,000 tested, 0.13% active;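 active means spots per cell inhibited over 60%, with over 100 cells counted and total cytoplasm intensity under 500,000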;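 further: U2OS cells stably carrying GPR55 and arrestin-GFP stimulated by 5 µM LPI near EC80; imaged beta-arrestin-GFP aggregate spots per cell after agonist stimulation; plate controls were LPI-stimulated DMSO wells for no effect and DMSO wells without LPI for full effect; some results filed as inactive read as strong as hits; confirmed hits need IC50 under 10 µM and bright autofluorescent wells are also inconclusive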
GPR55 activation: GPR55 agonists via beta-arrestin recruitment, primary screen, imaging, U2OS cells, beta-arrestin-GFP redistribution (AID 1961); U2OS GPR55 beta-arrestin-GFP redistribution imaging; higher % means a stronger effect; activation, % at 10 µM; hits with a dose series show EC50 in µM; 290,000 tested, 0.048% active;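 active means activation above 40% with more than 50 cells counted in the well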;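 further: U2OS osteosarcoma cells stably expressing GPR55 and beta-arrestin-GFP; plate controls were DMSO negative control for no effect and LPI positive control for full effect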
KOR beta-arrestin-1: KOR agonists, beta-arrestin recruitment, primary screen, cell-based, luminescence, uHTS (AID 1777); KOR beta-arrestin recruitment, luminescence; higher % means a stronger effect; one-dose activation, % at 10 µM; EC50 in µM for titrated hits; 280,000 tested, 0.02% active; in the data active means activation above about 50%, passing the limit was not always enough; further: a part of the inactive calls stands beside numbers as strong as those of hits
GPR35 antagonists: inhibition of zaprinast-stimulated GPR35 beta-arrestin translocation – imaging, U2OS, beta-arrestin-GFP, zaprinast agonist, primary screen (AID 2058) | inhibition, % at 10 µM; hits with a dose series show IC50 in µM | U2OS GPR35 beta-arrestin-GFP translocation imaging, zaprinast antagonism; higher % means a stronger effect | 290,000 tested, 0.052% active;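 active means inhibition of at least 50% with at least 30 cells and total cytoplasm GFP at most 10,000,000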
NOD1 NF-kB reporter: inhibition of NOD1-driven NF-kB reporter – cell-based, luminescence, uHTS, primary screen (AID 1578); NOD1-driven NF-kB luciferase reporter cells, luminescence; higher % means a stronger effect; inhibition, % at 4 µM; hits with a dose series show EC50 in µM; 290,000 tested, 1% active; in the data active means inhibition mostly above about 36%, no sharp cut-off; inactive means mostly below about 34%;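 further: HEK-293T reporter cells stimulated with the NOD1 agonist gamma-tri-DAP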
KOR beta-arrestin-2: kappa opioid receptor blockers – cell-based, luminescence, uHTS (AID 1778); KOR beta-arrestin recruitment, luminescence, antagonist mode; higher % means a stronger effect; 290,000 tested, 0.091% active; inhibition, % at 10 µM; hits with a dose series show IC50 in µM; in the data active means inhibition above about 50%; further: strong numbers were not always called active
Dengue-2 NS5 capping pilot replicate: also measured in Dengue-2 NS5 capping; calls as there; inhibition, %; measured here: pilot screen replicate inhibition
Starred values were filed as active, the others as inactive; . = not tested or not shown; [ ] = another dose, or the depositor's remark. This is a subset; the hit share may differ from the screen's.

SMILES | Dengue-2 NS5 capping | HIV fusion peptide | West Nile antiviral | GPR55 antagonists | GPR55 activation | KOR beta-arrestin-1 | GPR35 antagonists | NOD1 NF-kB reporter | KOR beta-arrestin-2 | others
O=C(c1ccc(C(F)(F)F)cc1)C1CCCN(C(=O)CN2CCCC2=O)C1 (centres undefined) | 1% | 2.3% | -0.2% | 4% | 0.0% | . | 3% | -27% | 16%[20 µM]
CCOCCCNC(=O)c1cc2c(s1)-c1ccccc1SC2 | -3% | 3.7% | -0.4% | 8% | 0.0% | -2.6% | -11% | 0% | 12%
COCCN(C(=O)Cc1ccc(OC)c(OC)c1)c1nc(-c2cc(OC)ccc2OC)cs1 | -11% | -0.1% | -0.4% | 11% | -0.2% | -3.9% | 2% | -8% | -45%[20 µM]
Cc1ccc(CCNC(=O)C2CCC(=O)N(Cc3ccccc3F)C2)o1 (centres undefined) | -3% | -2.3% | -0.1% | 16% | -0.1% | 0.2% | 11% | -48% | 15%
Cc1ccc(NC(=S)N/N=C/c2c(Cl)cccc2Cl)c(C)c1 | -2% | 1.2% | -0.7% | -14% | 0.0% | -1.5% | -9% | -23% | -79%
CC(C)CNS(=O)(=O)c1ccc(NC(=O)Cn2nc(-c3ccc(F)cc3)ccc2=O)cc1 | -3% | 4.3% | -0.6% | -4% | -0.4% | 0.5% | -25% | -15% | -5%
COc1ccc(CCNS(=O)(=O)c2ccc3c(c2)n(C)c(=O)c(=O)n3C)cc1OC | -1% | -1.5% | 0.0% | 6% | -0.1% | 3.4% | -2% | -16% | 8%
CCOC(=O)C/C(C)=N/NC(=O)Nc1ccccc1 | -6% | 1.4% | 0.2% | 11% | 0.0% | -3.4% | -2% | 4% | 35%
CCC(SC1=Nc2ccccc2C2=NC(CC(C)C)C(=O)N12)C(=O)Nc1ccc2c(c1)OCO2 (centres undefined) | -2% | 13% | -0.3% | 7% | -0.1% | 0.4% | 0% | -13% | 19%
CC1=C(C(=O)N2CCCC(C(=O)c3cccc(C(F)(F)F)c3)C2)OCCO1 (centres undefined) | -4% | 0.4% | -0.7% | 4% | -0.1% | . | -3% | -3% | 1%[20 µM]
O=C(Nc1c(C(=O)Nc2cccc(F)c2)oc2ccccc12)c1ccc2c(c1)OCO2 | -1% | 1.5% | 1.0% | 31% | -0.1% | -0.3% | -4% | -16% | 12%
COc1ccc(Cl)cc1NC(=O)c1cc(-c2ccccc2)on1 | -2% | -1.8% | 0.5% | 14% | 0.5% | -7.1% | 16% | 12% | -42%[20 µM]
CCOc1cccc(=O)c2c(C)oc(C)c12 | 8% | 0.0% | -0.7% | -5% | -0.1% | -5.3% | 0% | -9% | -13%
CCOC(=O)c1cccc(NC(=O)c2cc3sccc3n2C)c1 | 1% | 2.0% | 0.7% | -4% | -0.1% | 1.3% | -4% | 2% | -15%
COc1cccc(NC(=O)CCP(C)(=O)O)c1 | -6% | 2.1% | 0.3% | 0% | 0.1% | -5.5% | -6% | -7% | 12%
COC(=O)c1ccccc1NC(=O)CSc1ncccn1 | -5% | -0.3% | -0.5% | 0% | 0.5% | -1.6% | -5% | 5% | 32%
CN1CC(C(=O)Nc2ccc(F)c(Cl)c2)CC1=O (centres undefined) | -8% | 1.5% | -0.2% | 6% | -0.1% | -2.7% | -7% | -23% | -8% | Dengue-2 NS5 capping pilot replicate=-0.3
O=C(NCc1cc2ccccc2[nH]1)C1CCC(=O)N(CCCN2CCCC2=O)C1 (centres undefined) | -10% | 1.6% | -0.1% | 6% | 0.5% | -3.6% | 1% | -58% | -20%
O=C1C(=O)N(CCN2CCOCC2)C(c2ccccn2)/C1=C(/O)c1ccccc1 (centres undefined) | 0% | -0.8% | -0.2% | 3% | -0.1% | 3.5% | 1% | -2% | -11%
CC(=O)Nc1ccc(S(=O)(=O)NC(CC(=O)NC2CCCCC2C)C(C)C)cc1 (centres undefined) | . | 1.6% | -0.1% | 6% | -0.3% | -3.4% | -8% | -21% | 2%
CCCC1(C(=O)OCC)NC(c2ccc(OC)cc2OC)C2C(=O)N(c3ccc4c(c3)OCCO4)C(=O)C21 (centres undefined) | -8% | 0.0% | -0.1% | -6% | -0.2% | -8.2% | -1% | -13% | 3%
O=C(COC(=O)C1(c2cccc(F)c2)CCCC1)NCc1ccc2c(c1)OCO2 | -2% | 0.2% | -0.1% | 82% | -0.3% | 0.2% | 1% | -27% | -6%
Cc1onc(-c2c(Cl)cccc2Cl)c1C(=O)N(C)Cc1ccccc1 | -8% | 1.1% | -0.9% | 25% | -0.1% | . | 9% | 10% | -14%[20 µM]
CCNC(=O)NC(=O)COC(=O)CCCc1nc2ccccc2s1 | -5% | -2.2% | 3.0% | 3% | 0.2% | 6.1% | -4% | 16% | -57%
Cc1ccc(S(=O)(=O)c2c(C)nn(C(C)(C)C)c2OC(=O)C(C)(C)C)cc1 | -1% | 3.0% | -0.4% | 9% | 0.9% | 0.6% | -11% | -4% | -23%
C[C@@H]([C@H](O)c1ccccc1)N(C)C(=S)Nc1ccccc1 | 1% | 2.1% | 0.6% | -3% | -0.2% | 2.8% | 9% | -13% | -12%
CC(Cc1ccccc1)C(=O)N(C)Cc1ccccc1 (centres undefined) | -8% | 3.6% | -0.5% | 6% | 0.2% | 0.4% | 2% | -17% | 16%
O=C(Cc1ccccc1)c1c[nH]c(C(=O)NCc2ccncc2)c1 | 2% | -1.1% | -0.7% | 0% | 0.2% | -2.3% | 1% | -27% | 8%
Cc1cccc(C(=O)NCCc2csc(C)n2)c1 | 2% | 0.8% | 0.3% | 1% | -0.3% | -3.1% | 13% | -31% | 19%
Clc1cccc(Oc2cnc3ccccc3n2)c1 | -12% | -5.3% | 2.2% | 6% | -0.1% | -2.9% | 4% | . | -3% | Dengue-2 NS5 capping pilot replicate=-6.1
CC(C)(C)C(=O)N1CCC(O)(CS(=O)(=O)Cc2ccc(Cl)cc2)CC1 | -6% | -2.4% | -0.4% | 13% | 0.2% | -0.1% | 0% | 0% | -20%
O=C(/C=C/Nc1ccc(F)cc1Br)c1ccccc1 | 3% | 2.4% | 0.3% | -3% | -0.3% | 4.0% | 24% | 36% | 6%
CCOc1ccc(C(=O)NC(=S)Nc2ccc(NC(=O)C(C)C)cc2)cc1[N+](=O)[O-] | 0% | -1.8% | -1.4% | 2% | -0.2% | -1.9% | 6% | -16% | 12%
CCc1ccc2oc(-c3ccc(OC)cc3)cc(=Nc3c(C)n(C)n(-c4ccccc4)c3=O)c2c1 | 4% | 1.2% | -1.2% | 5% | -0.6% | 2.0% | -14% | 14% | -7%
Cc1ccc(C2CC(=O)C=C(NCC(C)C)C2)cc1 (centres undefined) | -1% | -2.9% | -0.2% | 5% | -0.2% | 8.9% | -9% | -17% | 12%
COc1ccc(Br)cc1C(=O)NCc1cccnc1 | -2% | -0.9% | -0.4% | -4% | -0.1% | -0.3% | -9% | 6% | 0%
CCCC1=C(C(=O)OCC)C(c2cc(Cl)cc(OC)c2OCc2ccccc2)NC(=O)N1 (centres undefined) | -8% | 5.0% | 0.3% | 5% | 1.0% | 1.3% | -10% | 13% | -11%
C=CCOc1c(CNc2ccc3[nH]c(=O)[nH]c3c2)cccc1OC | -2% | 0.1% | -0.3% | -3% | 0.2% | . | -5% | -21% | -73%[20 µM]
CSc1ccc(CNCC(O)c2ccccc2)cc1 (centres undefined) | -10% | -0.8% | -0.7% | -5% | -0.1% | 3.8% | -14% | -3% | -14%
CCn1nnnc1-c1ccc(OC)c(S(=O)(=O)NCCc2ccccc2)c1 | 5% | 0.2% | -0.1% | 5% | -0.1% | 0.1% | -2% | 25% | 3%
CCOc1ccc(NC(=O)NCc2ccc3c(c2)OCO3)cc1 | -6% | -1.4% | 0.1% | 3% | 0.3% | 1.3% | 6% | 6% | -22%
Cc1ccccc1Cn1c(=O)n(C)c(=O)c2sccc21 | 2% | -2.0% | -0.7% | 10% | 0.1% | -3.7% | -5% | 54% | -18%[20 µM]
Cc1ccccc1-c1nc(CS(=O)CC(=O)NC2CCCCC2)c(C)o1 (centres undefined) | 4% | -0.1% | -0.1% | -3% | -0.2% | 3.6% | 31% | -38% | 1%

Structural class: those above containing fluorine
SMILES | Dengue-2 NS5 capping | HIV fusion peptide | West Nile antiviral | GPR55 antagonists | GPR55 activation | KOR beta-arrestin-1 | GPR35 antagonists | NOD1 NF-kB reporter | KOR beta-arrestin-2 | others
O=C(c1ccc(C(F)(F)F)cc1)C1CCCN(C(=O)CN2CCCC2=O)C1 (centres undefined) | 1% | 2.3% | -0.2% | 4% | 0.0% | . | 3% | -27% | 16%[20 µM]
Cc1ccc(CCNC(=O)C2CCC(=O)N(Cc3ccccc3F)C2)o1 (centres undefined) | -3% | -2.3% | -0.1% | 16% | -0.1% | 0.2% | 11% | -48% | 15%
CC(C)CNS(=O)(=O)c1ccc(NC(=O)Cn2nc(-c3ccc(F)cc3)ccc2=O)cc1 | -3% | 4.3% | -0.6% | -4% | -0.4% | 0.5% | -25% | -15% | -5%
CC1=C(C(=O)N2CCCC(C(=O)c3cccc(C(F)(F)F)c3)C2)OCCO1 (centres undefined) | -4% | 0.4% | -0.7% | 4% | -0.1% | . | -3% | -3% | 1%[20 µM]
O=C(Nc1c(C(=O)Nc2cccc(F)c2)oc2ccccc12)c1ccc2c(c1)OCO2 | -1% | 1.5% | 1.0% | 31% | -0.1% | -0.3% | -4% | -16% | 12%
CN1CC(C(=O)Nc2ccc(F)c(Cl)c2)CC1=O (centres undefined) | -8% | 1.5% | -0.2% | 6% | -0.1% | -2.7% | -7% | -23% | -8% | Dengue-2 NS5 capping pilot replicate=-0.3
O=C(COC(=O)C1(c2cccc(F)c2)CCCC1)NCc1ccc2c(c1)OCO2 | -2% | 0.2% | -0.1% | 82% | -0.3% | 0.2% | 1% | -27% | -6%
O=C(/C=C/Nc1ccc(F)cc1Br)c1ccccc1 | 3% | 2.4% | 0.3% | -3% | -0.3% | 4.0% | 24% | 36% | 6%
